# FXIIa inh – inhibitors of human coagulation factor XIIa; P00748; purified FXIIa, Boc-QGR-AMC fluorogenic substrate, 2 h; inhibition, % at 5 µM; actives 0.3% (n = 220,000); AID 800; in the data active = inhibition above about 40%;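 also: 0% = enzyme with no compound and 100% = blank without enzyme; many of its hits are not listed in these tables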
# FXIa inh 1536 – factor XIa (human) inhibition. P03951. AID 798. purified FXIa, Boc-Glu-Ala-Arg-AMC fluorogenic substrate. actives 0.14% (n = 220,000). inhibition, % at 5 µM;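 active = inhibition of at least 40%; inactive = inhibition below 40%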;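 also: fluorescence of freed AMC excited at 355 nm; 0% = enzyme without compound and 100% = no enzyme blank; many of its hits are not listed in these tables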
# zVAD death inh – blocks zVAD induced death of L929 cells | L929 zVAD necroptosis rescue, ATP luminescence, 24 h; with zVAD 60 µM | viability rescue, % at 10 µM | actives 0.38% (n = 220,000) | AID 1377;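 active = activation, scaled between plate controls, above about 75%, limit read from the data; inactive = activation under that limit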;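 also: 0% = zVAD with DMSO and 100% = DMSO alone without zVAD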
# Hck-Nef inh – blocks Nef-activated human Hck kinase | actives 0.68% (n = 220,000) | inhibition, % at 20 µM | Recombinant Hck-YEEI plus Nef, Z-Lyte FRET kinase assay;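 active = Hck-Nef kinase inhibition above about 50%, limit read from the data; inactive = inhibition below that limit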;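 also: 0% = DMSO with Hck plus Nef and 100% = Hck alone without Nef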
# Target sequence (P08631 whole entry, looked up): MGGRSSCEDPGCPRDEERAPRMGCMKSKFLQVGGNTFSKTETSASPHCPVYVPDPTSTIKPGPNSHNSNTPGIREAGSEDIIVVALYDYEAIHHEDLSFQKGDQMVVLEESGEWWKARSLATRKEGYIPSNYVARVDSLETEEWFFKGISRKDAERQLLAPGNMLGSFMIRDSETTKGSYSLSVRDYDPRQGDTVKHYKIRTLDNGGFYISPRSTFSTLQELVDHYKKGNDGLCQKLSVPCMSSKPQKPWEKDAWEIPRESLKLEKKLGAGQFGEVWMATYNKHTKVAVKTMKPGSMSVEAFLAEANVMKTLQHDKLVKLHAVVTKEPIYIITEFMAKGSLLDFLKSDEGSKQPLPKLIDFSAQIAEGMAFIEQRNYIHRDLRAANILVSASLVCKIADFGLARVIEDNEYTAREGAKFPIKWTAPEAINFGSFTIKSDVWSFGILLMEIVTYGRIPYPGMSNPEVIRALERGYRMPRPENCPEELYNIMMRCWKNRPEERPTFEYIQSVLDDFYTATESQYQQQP
# Rad51 HR inh – Rad51 (human) homologous recombination inhibition; hRad51 DNA strand exchange, fluorescence dequenching; inhibition, % at 10 µM; actives 0.085% (n = 200,000); AID 1385;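 active = inhibition above 40% at the single screening dose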;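 also: 0% = DMSO control wells and 100% = blanks with heterologous ssDNA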
# Target sequence (Q06609 whole entry, looked up): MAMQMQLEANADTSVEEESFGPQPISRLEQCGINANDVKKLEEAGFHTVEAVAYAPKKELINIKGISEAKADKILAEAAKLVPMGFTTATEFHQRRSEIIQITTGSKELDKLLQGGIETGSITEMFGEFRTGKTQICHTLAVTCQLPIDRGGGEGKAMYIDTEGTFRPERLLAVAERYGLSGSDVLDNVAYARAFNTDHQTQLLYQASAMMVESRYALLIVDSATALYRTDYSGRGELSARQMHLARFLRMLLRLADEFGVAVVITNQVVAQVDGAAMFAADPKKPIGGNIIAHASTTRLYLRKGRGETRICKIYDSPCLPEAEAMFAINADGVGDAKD
#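 material = hRad51 filaments on single-stranded DNA | timing = filaments 15 min 37 °C, then compound 30 min | signal = FRET fluorescence dequenching, excitation 485 nm, emission 520 nm | benchmarks = control wells and blank wells on each plate | evaluation = percent inhibition relative to plate controls and blanks | compound = 10 µM final, single point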
# Cl transport mod – modulates chloride dependent transport by human KCC2; actives 2.2% (n = 190,000); KCC2 cells, thallium flux FluoZin-2 fluorescence; B-score of Tl+ flux slope (higher = more flux/activation; lower = inhibition) at 10 µM; AID 1456;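 active = thallium flux slope and its plate-corrected score both differing from the plate sample mean at a set confidence after two filtering rounds, in either direction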;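 also: slope of fluorescence scaled to starting intensity during 10 to 20 s after thallium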
# thrombin 1536 – thrombin (human) inhibition; actives 0.26% (n = 220,000); alpha-thrombin, Boc-VPR-AMC fluorogenic substrate cleavage; P00734; inhibition, % at 5 µM; AID 1046;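 active = inhibition at or above 40%; inactive = inhibition below 40%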;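 also: 0% = enzyme with no compound and 100% = wells without enzyme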
#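 signal = AMC fluorescence, 355/460 nm | material = human alpha-thrombin enzyme | control set = enzyme without compound as high, wells lacking enzyme as low | times = reaction at room temperature | read-out basis = percent inhibition scaled between no-compound controls and no-enzyme blanks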
# TNF death inh – blocks TNF-alpha induced death of Jurkat FADD-/- cells. AID 463075. actives 0.068% (n = 220,000). Jurkat FADD-/- TNF necroptosis rescue, ATP luminescence, 24 h; 0 = TNF only, 100 = no-TNF cells. activation (protection from cell death), % at 10 µM;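 active = activation, meaning protection from cell death, of at least 50% relative to plate controls; inactive = activation below 50%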;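 also: necroptosis triggered by 40 ng/mL TNF-alpha added together with compound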
# hK5 inh – blocks human kallikrein 5 protease activity; Q9Y337; recombinant hK5, fluorogenic AMC substrate cleavage; inhibition, % at 5 µM; actives 0.59% (n = 210,000); AID 873;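 active = inhibition of 40% or more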;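 also: 0% = enzyme controls without compound and 100% = no-enzyme blanks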
# Target sequence (Q9Y337 67-293 limits assumed): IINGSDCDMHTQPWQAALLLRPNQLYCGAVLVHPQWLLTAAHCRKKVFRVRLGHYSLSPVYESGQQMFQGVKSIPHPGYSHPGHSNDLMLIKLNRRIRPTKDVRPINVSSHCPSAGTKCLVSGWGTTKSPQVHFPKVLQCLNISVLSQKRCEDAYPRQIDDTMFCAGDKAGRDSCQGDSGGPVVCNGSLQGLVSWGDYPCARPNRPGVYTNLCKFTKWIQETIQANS
# Numbers without * were called inactive; . = no result given. This is a subset, so the mix of outcomes need not match the whole.
SMILES,FXIIa inh,FXIa inh 1536,zVAD death inh,Hck-Nef inh,Rad51 HR inh,Cl transport mod,thrombin 1536,TNF death inh,hK5 inh
CC(NC(=O)C(=O)NCCC1=CCCCC1)c1ccccc1 (stereo not drawn),15,5,2.0,4,.,0.027,-2,20,-14
COc1ccccc1CNCc1cc(Br)ccc1OC,6,-3,-1.9,-3,21,0.082,3,1.9,-8
Cc1cc(C)nc(N2CCC(C(=O)NNC(=O)c3ccc(Cl)cc3)CC2)n1,7,2,-0.1,18,7,0.0094,1,-1.4,-2
C1CSC2(N1)C1CC3CC2CC(C1)C31NCCS1 (stereo not drawn),13,-5,-0.1,2,-12,-0.1,1,-0.7,3
C=C1CCN([C@H](C(=O)NCc2ccco2)C(C)C)S(=O)(=O)c2ccccc21,5,0,-0.6,30,-6,-0.037,-1,3.8,1
COC(=O)c1c(C)oc(C)c1S(=O)(=O)NCc1cccs1,10,2,0.7,14,9,0.021,-3,-0.8,-1
Cn1nnc(NC(=O)COc2ccc(C3CCCCC3)cc2)n1,20,22,-0.2,-3,.,-0.72,7,-1.5,3
COc1cc(/C=N/Nc2nc3ccccc3o2)cc(OC)c1O,9,4,4.4,-3,9,-0.78,7,14,-4
CCN1CCN(CCNC(=O)CSCc2nc(-c3ccc(OC)c(OC)c3)oc2C)CC1,5,1,0.1,3,-3,-0.54,-10,1.1,-4
O=c1[nH]cnc2c1C(c1ccccc1[N+](=O)[O-])c1c(nc[nH]c1=O)O2,4,6,-0.3,4,-2,0.19,2,0.6,-31
Cc1cc(C)nc(N/C(=N\S(=O)(=O)Cc2ccccc2)Nc2ccccc2Br)n1,7,4,-0.1,2,-45,3.6,-2,-2.4,-1
CCCNC(=S)N1CCC(NC(=O)Nc2ccc(C)cc2)CC1,14,0,1.3,17,-5,-0.71,-2,-0.9,6
O=C(NC1=NCCS1)c1ccc(Cl)c(S(=O)(=O)N2CCOCC2)c1,9,3,-0.2,21,8,-0.39,-1,-0.1,6
Cc1cc(=O)c(C(=O)O)cn1-c1ccc(C(C)C)cc1,8,-3,4.3,17,-5,1.7,-7,-0.1,2
COc1ccc(S(=O)(=O)Nc2cccc(/C=C/C(=O)O)c2)cc1,16,1,0.3,-2,8,0.084,-1,0.1,-12
CCC(C)NCCOc1ccc(C)cc1[N+](=O)[O-] (stereo not drawn),23,12,-0.3,-6,.,1.1,41*,0.3,.
CCn1c(SCC(=O)Nc2nccs2)nnc1-c1ccc(S(=O)(=O)N2CCCCC2)cc1,9,-5,-0.2,0,-10,-1,-3,-5.5,-1
CC(C)N1CC(O)=C(c2nc3ccccc3c(=O)[nH]2)C1=N,10,-20,-0.3,0,.,0.16,-1,-0.7,3
CCC(C(=O)N1CCN(c2ncccn2)CC1)c1ccccc1 (stereo not drawn),10,3,-0.3,28,.,0.19,2,-0.6,3
CN(C)CC1(c2ccccc2)CCCC1,7,-14,0.2,-1,1,0.56,1,1.2,-18

# Part of the list above in order of heavy-atom count, falling.
SMILES,FXIIa inh,FXIa inh 1536,zVAD death inh,Hck-Nef inh,Rad51 HR inh,Cl transport mod,thrombin 1536,TNF death inh,hK5 inh
Cc1cc(C)nc(N/C(=N\S(=O)(=O)Cc2ccccc2)Nc2ccccc2Br)n1,7,4,-0.1,2,-45,3.6,-2,-2.4,-1
C=C1CCN([C@H](C(=O)NCc2ccco2)C(C)C)S(=O)(=O)c2ccccc21,5,0,-0.6,30,-6,-0.037,-1,3.8,1
Cn1nnc(NC(=O)COc2ccc(C3CCCCC3)cc2)n1,20,22,-0.2,-3,.,-0.72,7,-1.5,3
COc1ccccc1CNCc1cc(Br)ccc1OC,6,-3,-1.9,-3,21,0.082,3,1.9,-8
CN(C)CC1(c2ccccc2)CCCC1,7,-14,0.2,-1,1,0.56,1,1.2,-18

# Carrying on.
SMILES,FXIIa inh,FXIa inh 1536,zVAD death inh,Hck-Nef inh,Rad51 HR inh,Cl transport mod,thrombin 1536,TNF death inh,hK5 inh
Cc1ccc(CCc2nnc(SCC(=O)Nc3cc(Cl)ccc3Cl)n2-c2ccccc2)o1,14,5,0.0,5,6,-4.7*,-9,2.1,-16
COc1ccccc1/C=C/C=c1\sc2nc(=O)c(Cc3ccccc3)nn2c1=O,3,2,0.3,81*,-3,-0.00091,0,-1.9,2
CCn1c(CNc2ccccc2Cl)nnc1SCC(=O)OC1CCCCC1,11,5,-0.2,0,3,-0.74,0,0.6,-3
CC(OC(=O)CN(C)S(=O)(=O)c1ccc(Cl)cc1)C(=O)Nc1ncc(Cl)cc1Cl (stereo not drawn),14,2,1.4,-3,5,-1.7,0,3.0,16
S=c1[nH]ncn1/N=C/c1cccs1,11,-1,0.3,22,4,.,0,-0.5,4
Nc1ccc(S(=O)(=O)Nc2nc(-c3ccccc3)cc(-c3ccccc3)n2)cc1,-1,21,1.5,9,4,-0.39,-2,1.5,2
O=C(O)CCCNCc1ccccc1F,-15,-11,0.0,1,-6,0.17,-16,-0.5,-2
Cc1c(C(=O)NCc2ccc3c(c2)cc(C)n3C)cccc1[N+](=O)[O-],5,-3,.,-7,-1,0.56,-1,0.2,-8
CC1CC(C)(C)NC(=S)N1CCC(=O)Nc1ccc2c(c1)OCCO2 (stereo not drawn),3,-2,2.8,-1,8,-0.22,-6,0.2,-4
Cn1c(N)c(C(=O)COC(=O)CSc2cccc3cccc(Cl)c23)c(=O)n(C)c1=O,12,-1,0.8,20,2,0.23,-5,-0.2,5
COc1ccc2cc(C)c3nnc(SCc4cccnc4)n3c2c1,3,0,0.2,26,0,-0.2,-2,1.0,-3
O=C(COC(=O)c1ccccc1O)NCCCc1ccccc1,7,0,0.3,11,.,-1.9,-2,0.2,.
CC(C)NC(=O)c1ccc2c(=O)n(C3CCCC3)c(=S)[nH]c2c1,11,4,0.0,1,-3,1.3,-3,1.3,-13
Cc1cccc(NC2(C(F)(F)F)N=C(c3ccccc3)NC2=O)n1 (stereo not drawn),10,4,0.1,1,4,.,2,-1.8,-11
Cc1ccc(S(=O)(=O)Nc2ccc(NC(=O)Nc3ccc(F)cc3F)cc2)cc1,-1,0,2.6,0,-8,-0.86,-7,7.1,-5
CCOC(=O)CSc1nc(=O)n2ccc(C)cc2n1,4,1,2.1,18,2,.,-2,0.8,-8
O=C(CN(Cc1ccccc1)C(=O)CCC(=O)Nc1ccccn1)NCc1ccco1,24,15,0.6,0,7,-0.67,-5,-0.1,-4
COc1cc(CC(=O)Nc2ccc(S(=O)(=O)Nc3ncccn3)cc2)cc(OC)c1OC,2,5,-0.2,1,-4,-4*,-8,-2.5,4
COC(=O)N/N=C/c1cccc([N+](=O)[O-])c1,8,-2,0.7,24,12,0.065,-1,0.2,0
O=C(/C=C/c1ccco1)Nc1ccc(Oc2ccc(Cl)cc2)cc1,10,3,3.6,2,-4,.,0,-19,-11
COc1ccc(/C([O-])=C(/C(=S)Nc2ccc(C)c(C)c2)n2c[n+](C)c3ccccc32)cc1OC,10,1,2.6,31,16,0.27,5,0.6,3
COC1CCCCC1Nc1cc(C)cc(C)c1 (stereo not drawn),-14,-4,0.0,1,0,-0.18,-8,0.1,2
CC(C)CC(=O)Nc1cccc2c1C(=O)N(c1ccccc1)C2=O,2,-7,0.8,17,0,-1.4,-2,0.6,-6
COc1ccc(-c2nnn(CC(=O)N(Cc3ccc(F)cc3)C(C(=O)NC3CCCC3)c3ccc(F)cc3)n2)cc1 (stereo not drawn),.,.,0.1,0,-2,0.017,.,-1.3,.
CCOC(=O)CSC1=C(C#N)C(c2sccc2C)C(C(C)=O)=C(C)N1 (stereo not drawn),-1,1,-0.1,1,3,-0.34,-5,-0.2,-2
O=C(Nc1ccc(N2CCOCC2)c(Cl)c1)c1cccnc1,2,4,0.9,1,.,-0.61,-7,0.2,-23
C=CCOC(=O)c1c(C)nc2cc3c(cc2c1C)OCO3,8,2,2.7,0,-13,-0.22,16,2.9,44*
COc1cccc(CNC(=O)CCC2CCCN(C(=O)c3ccc(C)nc3)C2)c1 (stereo not drawn),8,-3,9.7,18,4,-0.54,-9,-0.4,1
CC(=O)N1N=C(c2cccc([N+](=O)[O-])c2)OC1(C)CC(=O)Nc1ccccc1 (stereo not drawn),3,-7,0.5,6,-1,0.24,-8,-0.6,-8
Cc1nn(-c2ccc(Cl)cc2)c(=O)c2c(C)noc12,4,-2,0.5,14,.,-0.24,-13,3.5,-1
C=CCOc1ccc(NC(=O)C(=O)NCCCn2ccnc2)cc1,15,7,0.0,1,-2,.,3,-9.1,-7
CC(C)CC(=O)Nc1cccc(C(C)O)c1 (stereo not drawn),10,3,0.9,4,-3,-0.74,.,1.5,1
COCCCNC(=S)N1CCC(C(=O)c2ccc3c(c2)OCCO3)CC1,9,-4,4.7,22,5,0.74,14,0.1,1
Cc1cccc(NC(=O)c2ccc(S(=O)(=O)N3CCOCC3)cc2)n1,6,4,1.4,19,16,0.0049,-2,1.2,-4
COc1ccc(OCCSc2nc(C)nc3ccccc23)cc1,7,-3,1.2,25,-7,-0.59,-5,-0.8,-4
CCOC(=O)C1CCCN(Cc2cc(=O)oc3cc(C)c(C)cc23)C1 (stereo not drawn),7,1,-0.4,23,-7,-0.0028,-2,0.4,2
Cc1ccc(NC(=O)COc2cccc(/C=C3\SC(=S)N(CCC(=O)O)C3=O)c2)cc1Cl,13,4,-0.3,-25,24,0.029,2,3.9,11
COc1ccc(C2CC(=O)N3CN(c4ccc(C)c(Cl)c4)CSC3=C2C#N)cc1OC (stereo not drawn),15,7,0.8,0,1,.,-6,-2.0,-26
CCN(CC)C(=S)SCC(=O)Nc1nc(-c2ccccc2)c(-c2ccccc2)o1,2,1,0.3,4,11,1.1,-11,2.8,-15
CCN1CCN(C(=O)c2ccc(Sc3ccccc3Cl)c([N+](=O)[O-])c2)CC1,10,3,-0.4,2,1,-0.095,0,1.5,-18
O=C(Cn1ncc2c(=O)oc3ccccc3c21)N1CCN(c2ccccn2)CC1,12,1,0.1,1,-5,-1.4,-2,-1.2,1
Cc1ccc(NC(=O)c2cc(S(=O)(=O)Nc3ccc(C)cc3)cs2)cc1,.,.,0.6,0,-5,0.12,.,-5.0,.
Cc1cc(C)cc(NC(=O)N2CCCC2C(=O)Nc2ccc(-n3cnnn3)cc2)c1 (stereo not drawn),6,-2,-0.5,9,4,-0.064,0,-2.8,-6
Clc1ccc(SCc2cn3ccsc3n2)cc1,4,9,-0.5,0,1,.,2,1.0,-2
CC(C)n1c(O)c(N=NC(=O)Cn2ccc(C(F)(F)F)n2)c2ccccc21,4,-5,0.9,0,-4,0.69,2,-1.2,17
COCCNc1nc(-c2cc(C)c(C)cc2C)cs1,6,0,0.8,6,.,-0.3,-4,0.5,.
Cc1ncc(C[n+]2csc(CCOC(=O)C34CC5CC(CC(C5)C3)C4)c2C)c(N)n1,9,0,-1.1,27,3,.,-1,0.6,22
FC(F)(F)c1cc(Oc2ccccc2)ncc1-c1nnc(-c2ccccc2Cl)o1,1,-3,0.0,-4,-6,0.15,-6,1.9,-2
Cc1ccc2c(c1)N(C(C)C(=O)NCc1ccccn1)C(=O)CO2 (stereo not drawn),5,-5,1.1,17,14,0.75,-6,0.5,-4
O=C(NCCc1ccccc1)c1cnc2sccn2c1=O,10,4,0.2,-4,-1,0.18,1,-0.8,-5
